# Screening data deposited in PubChem BioAssay by National Center for Advancing Translational Sciences (NCATS).
# GAA glycogen = qHTS Assay for Inhibitors and Activators of Human alpha-Glucosidase Cleavage of Glycogen; Potency, µM (highest dose often 76.4 µM), for the others: top-dose activity change, negative = inhibition, usual class: inhibitors; recombinant GAA, glycogen substrate, Amplex Red glucose oxidase fluorescence; 300,000 compounds, 0.38% hits; AID 2100, 2009; active = well fitted inhibition curve with a large enough effect; inconclusive = small, poorly fitted or top-dose-only effect, or another doubt; inactive = no such curve, though single readings can be large or run the other way;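 note: 0% = full enzyme reaction and -100% = no-enzyme basal signal; the screen sought inhibitors and activators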
#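 qHTS, 1536-well; enzyme 4 nM final; cpd up to 77 uM; substrate bovine liver glycogen 30 ug; 50 mM citrate/phosphate pH 5.0, 0.01% Tween-20; 37 C, 40 min; Amplex Red detection 45 min RT; Hill fit → AC50.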
# Starred values were filed as active, the others as inactive; ? = inconclusive; [ ] = dose if it differs, or a comment. Potency is the fitted concentration of half-maximal effect. The list is partial; count on the stated rates, not on these rows.
# The first 2 entries as a preview:
GAA glycogen	SMILES
-3.1%[76.3 µM]	O=C(/C=C/c1ccc(Cl)c(C(F)(F)F)c1)N1CCN(c2ccccn2)CC1
4.3%	COCCn1cc(C(=O)NCCN(C)C)c2c3ccccc3n(C)c2c1=O

# All compounds of this part, from the first entry:
GAA glycogen	SMILES
-3.1%[76.3 µM]	O=C(/C=C/c1ccc(Cl)c(C(F)(F)F)c1)N1CCN(c2ccccn2)CC1
4.3%	COCCn1cc(C(=O)NCCN(C)C)c2c3ccccc3n(C)c2c1=O
-0.6%[76.3 µM]	CN1CCc2c(sc(NC(=O)c3ccc(S(=O)(=O)N4CCCC4)cc3)c2C(N)=O)C1
10.4%[76.3 µM]	CC(C)c1ccc(-c2csc3nc[nH]c(=O)c23)cc1
0.2%[76.3 µM]	CCCN(CC(=O)Nc1ccccc1C)C(=O)c1ccc(S(=O)(=O)N2CCCCCC2)cc1
1.0%	Cc1cccc(C(=O)NNC(=O)CSc2nnc(C3CC3)n2C)c1
-1.2%[76.3 µM]	CC1=Nc2ccc(C)cc2/C1=C/c1c(N)n2nc(CC(=O)N3CCOCC3)sc2nc1=O
-2.1%[76.3 µM]	Cc1ccccc1CNC(=O)C(=O)NCC1OCCCN1S(=O)(=O)c1cccs1 (centres undefined)
-2.2%	COc1ccc(OCC(=O)NC2CCCCCCC2)cc1
-11.4%[76.3 µM]	O=C(NCCc1ccco1)C(=O)NCC1OCCCN1S(=O)(=O)c1ccccc1 (centres undefined)
-3.4%[76.3 µM]	Cc1c(C(=O)NC2CCCCC2)sc2ncnc(N3CCN(c4ccccc4)CC3)c12
-20.3%	CCOc1cc(/C=C2\SC(N3CCCCC3)=NC2=O)ccc1O
8.2%[76.3 µM]	CC12CC3CC(C)(C1)CC(C(=O)NCc1ccncc1)(C3)C2
0.9%	COc1ccc(-c2coc3c(CN4CCCCC4C)c(O)ccc3c2=O)cc1 (centres undefined)
-4.9%[76.3 µM]	Cc1ccc(S(=O)(=O)c2cc3c(=O)n4ccccc4nc3n(C3CCCCC3)c2=N)cc1
12.0%[76.3 µM]	O=C(NCC1CCCO1)c1ccc(NC(=O)c2cccc(Br)c2)cc1 (centres undefined)
-2.9%	CC(=O)Nc1nc(C)c(-c2nc3ccc([N+](=O)[O-])cc3[nH]2)s1
8.2%[76.3 µM]	CCC(CC)N1CCN(C(=O)c2cc(OC)c(OC)c(OC)c2)CC1
3.3%[76.3 µM]	Nc1nonc1-n1nnc(C(=O)N/N=C/c2ccccn2)c1CNc1ccccc1
-3.0%	COC(=O)C(CCSC)NC(=O)c1cn(-c2ccc(OC)cc2)c(=O)c2ccccc12 (centres undefined)
-2.7%	CCCCn1c(SCC(=O)OCC)nc2c(sc(=S)n2-c2ccccc2OC)c1=O
0.3%	CCC(C)NC(=O)C1c2ccccc2C(=O)N1Cc1ccc(F)cc1 (centres undefined)
-2.8%	COc1ccc(-c2cn(CCO)nc2-c2ccc(OC)cc2)cc1
-9.7%[76.3 µM]	COc1ccccc1OCCNC(=O)c1cccc(S(=O)(=O)N2CC(C)OC(C)C2)c1 (centres undefined)
15.0%[76.3 µM]	CCCNC(=O)c1ccc(N2CCC3(CC2)CC(c2ccccc2)=NO3)c(NC(=O)c2ccco2)c1
2.0%[76.3 µM]	Cc1cccc(CS(=O)(=O)c2cn(CC(=O)N3CCOCC3)c3ccccc23)c1
3.8%	CCOc1ccc(OCC)c(NC(=O)CSc2nnc(C3CC3)n2CC)c1
1.5%[76.3 µM]	CC1(C)CC(NC(=O)c2ccc(Cl)c(Cl)c2)CC(C)(C)N1
-4.2%[76.3 µM]	Cc1ccc(C(=O)N2CCCC(Nc3cccc(F)c3)C2)cc1N1CCNC1=O (centres undefined)
-1.0%[76.3 µM]	CC(C)C(NS(=O)(=O)c1cccc2nsnc12)C(=O)NC1CCCCC1C (centres undefined)
?	O=C(NN=C1CCCC1)c1ccc(O)cc1O
-0.6%	Cc1ccccc1C(=O)Nc1ccccc1NC(=O)c1ccccc1C
-0.9%[76.3 µM]	Clc1ccccc1-c1nc(-c2ccc(Br)o2)no1
1.1%	O=C(NC1CCCC1)C(c1ccccn1)N(Cc1ccc(F)cc1)C(=O)c1csnn1 (centres undefined)
0.8%[76.3 µM]	Cc1ccccc1NC(=O)CCCn1nc(C)c2c(C)n(-c3ccccc3)nc2c1=O
5.8%	O=C(O)CNC(=O)C1CCCN1C(=O)CNC(=O)OCc1ccccc1 (centres undefined)
9.9%[76.3 µM]	CCc1ccc(N(C(=O)c2snc(C(N)=O)c2N)C(C(=O)NCC2CCCO2)c2ccco2)cc1 (centres undefined)
-0.1%	CC(NC(=O)c1ccncc1)c1ccc(Cl)cc1Cl (centres undefined)
-10.4%[76.3 µM]	O=C(NCCN1CCCCC1)Nc1ccc(Br)cc1
2.4%[76.3 µM]	O=C(COc1cc2oc(=O)c3c(c2cc1Cl)CCC3)NCC1CCC(C(=O)O)CC1 (centres undefined)
0.0%	COc1ccc(OC)c2nc(-c3cccnc3)ccc12
1.0%	S=c1[nH]nc(C2CCCCC2)n1/N=C/c1cccc(Cl)c1Cl
0.0%	CN(C)S(=O)(=O)c1cc(NC(=O)c2cc(=O)c3ccccc3o2)ccc1Cl
-0.5%	CCCCCNC(=O)c1ccc2c(c1)ncn2-c1ccc(OC)cc1
-0.6%[76.3 µM]	CCOc1ccccc1C(=O)Nc1ccc(NC(=O)c2ccccc2)cc1
3.8%[76.3 µM]	O=C(NC(=S)NCc1ccccc1)c1cccc(Cl)c1
-4.4%	CCN(CC)S(=O)(=O)c1ccc(NC(=O)CCNC(=O)c2ccco2)cc1
-4.5%[76.3 µM]	COc1ccc(Cl)cc1NC(=O)CN1CCc2ccccc2C1
-10.4%	CCCC(=O)Nc1nnc(S(=O)(=O)N(CC(C)C)c2ccccc2)s1
1.6%	COc1cccc(/C=N/n2c(C3CCCCC3)n[nH]c2=S)c1O
-3.2%[76.3 µM]	Cc1cc(NC(=O)c2ccccc2)cc(NC(=O)c2ccccc2)c1C
-6.7%[76.3 µM]	O=C(CN1C(=O)/C(=C/c2ccccc2Cl)SC1=S)NC1CCS(=O)(=O)C1 (centres undefined)
-4.4%	Oc1ccccc1OCC(O)c1ccccc1 (centres undefined)
-2.8%	COc1cc(C2C(C#N)=C(N)OC3=C2C(=O)CCC3)cc2c1OCO2 (centres undefined)
-4.6%	COC(=O)c1cc(-c2cccc([N+](=O)[O-])c2)c2c(=O)n(C)c(=O)n(C)c2n1
0.2%[76.3 µM]	COc1ccc(C(=O)NN2CCOCC2)cc1[N+](=O)[O-]
5.2%	N#Cc1ccc(NC(=O)c2cccs2)nc1
8.3%[76.3 µM]	COC(=O)C1=C(C)N(Cc2ccccc2)C(=NCc2ccc(OC)cc2)N[C@H]1c1ccc(Br)cc1
-23.4%[76.3 µM]	Cc1cc(N/N=C/c2ccccc2O)c2ccccc2n1
-11.9%[76.3 µM]	Cc1ccc(CCNS(=O)(=O)c2cc(Br)cnc2N)cc1

# Next section:
GAA glycogen	SMILES
-5.9%	O=C(Nc1ccccc1N1CCCCC1)c1cccc(OC(F)F)c1
0.0%[76.3 µM]	O=S(=O)(c1cc(Cl)ccc1Cl)N1CCN(Cc2ccco2)CC1
0.1%	O=C(NC1CCCC1)C(c1cccs1)N(C(=O)c1csnn1)c1ccccc1F (centres undefined)
14.6%[76.3 µM]	C=CCn1c(=S)[nH]c2sc3c(c2c1=O)CCCC3
-8.1%[76.3 µM]	COc1ccc(NC(=O)c2cccc(NC3=NC4CS(=O)(=O)CC4S3)c2)cc1Cl (centres undefined)
-16.7%[76.3 µM]	CSCC[C@H](NC(=O)[C@H](Cc1ccccc1)n1c(=O)[nH]c2ccccc2c1=O)C(=O)N1CCC[C@@H]1C(=O)O
1.0%[76.3 µM]	Cc1cc(C)cc(NC(=O)CSc2nnc(-c3cc(C)[nH]n3)n2N)c1
0.3%[76.3 µM]	Cc1cccc(-c2nc(CNC(=O)c3ccco3)cs2)c1
-4.0%[76.3 µM]	C[C@H]1CN=C(Nc2ccccc2)N1CC1CCCCC1
0.6%[76.3 µM]	CC1CCN(C(=O)CCCC(=O)N2CCC(C)CC2)CC1
4.6%	COc1cccc(C2C(C(=O)c3cccs3)=C(O)C(=O)N2CCN2CCOCC2)c1 (centres undefined)
-2.4%[76.3 µM]	COc1ccc(S(=O)(=O)NCC2CCCN(C(=O)CCC(F)(F)F)C2)cc1 (centres undefined)
-3.9%	O=S(=O)(NCCCc1ccccc1)c1ccc(F)c(F)c1
-1.1%	COc1ccc(NC(=O)C2CCN(S(=O)(=O)c3cccc4nonc34)CC2)cc1OC
2.6%	Nc1c(Cl)ncnc1NCc1cccnc1
0.1%[76.3 µM]	O=C(NCc1ccco1)c1ccccc1
1.1%	Cc1oc2ccc(OCc3cccc(Cl)c3)cc2c1C(=O)O
4.1%	C=CCOc1cccc(C(=O)/C=C2/C(=O)Nc3ccccc32)c1
-6.1%	CC(C(=O)Nc1ccc(Cl)cc1)N(C)Cc1cccs1 (centres undefined)
-4.4%	COCCCNc1nc2ccccc2nc1NS(=O)(=O)c1cc(Cl)ccc1Cl
-0.9%[76.3 µM]	Nc1nc(-c2ccccc2)cc(-c2ccccc2)n1
1.8%[76.3 µM]	Cc1onc(C(=O)Nc2ccc3c(c2)OCO3)c1[N+](=O)[O-]
3.2%	CCOc1ccc(C(=O)CCC(=O)NCC(=O)OCc2ccccc2)cc1OCC
-0.6%[76.3 µM]	C=CCn1c(SCC(=O)Nc2ccccc2F)nc2ccccc2c1=O
-11.4%[76.3 µM]	CCc1nonc1NC(=O)COc1cc(C)c(Cl)c(C)c1
-2.2%[76.3 µM]	C=CCC1CCC/C(=N\NS(=O)(=O)c2ccc(C)cc2)C1 (centres undefined)
-3.7%[76.3 µM]	CN(C(=O)c1cc2c(=O)n3ccccc3nc2n1C)C1CCCCC1
0.4%	Cc1cc(NS(=O)(=O)c2ccc(NC(=O)/C=C/c3ccccc3)cc2)no1
4.1%	Cc1ccc(CN2C(=O)c3ccccc3NC2c2cc(Br)ccc2O)cc1 (centres undefined)
7.1%[76.3 µM]	Cn1c(-c2ccc(F)cc2)cnc1NCc1cccc([N+](=O)[O-])c1
-6.4%	C=CCc1c(OC)ccc2c1c(S(=O)(=O)c1ccc(C)cc1)cn2COC
-6.5%[76.3 µM]	Cc1nnc(N2CCCC(C(=O)NCc3ccc(OC(C)C)cc3)C2)c2nn(-c3ccccc3)c(C)c12 (centres undefined)
-12.8%	Cc1cc(C)c2nc(N3C(=O)C(O)=C(C(=O)c4ccco4)C3c3ccco3)sc2c1 (centres undefined)
5.9%	CC1CCCN(C(=O)CNS(=O)(=O)c2cccs2)C1 (centres undefined)
12.9%[76.3 µM]	Cc1cc(-c2ccccc2)nc2cc(C(=O)OC(C)C)nn12
-8.6%[76.3 µM]	Cc1cc(=O)oc2c(C)c(OCC(=O)NCCCN3CCCC3=O)ccc12
0.5%[76.3 µM]	O=C(NCCc1nc2ccc(Cl)cc2[nH]1)C1CCC(=O)N(Cc2cccc(F)c2)C1 (centres undefined)
1.2%[76.3 µM]	CC(=O)Oc1cccc(C(=O)Nc2ccccc2C(=O)N2CCCC2)c1
1.8%	C/C(=N\N=C1/SC(CC(=O)O)C(=O)N1c1ccccc1)c1ccc(C)cc1 (centres undefined)
16.5%[76.3 µM]	COc1cccc(NC(=O)[C@@H]2CCC(=O)N2C2OC(=O)c3ccccc32)c1 (some centres undefined)

# Shown in CSV form: 4 of the compounds above.
mol,GAA glycogen
COc1cccc(NC(=O)[C@@H]2CCC(=O)N2C2OC(=O)c3ccccc32)c1 (some centres undefined),16.5%[76.3 µM]
C=CCC1CCC/C(=N\NS(=O)(=O)c2ccc(C)cc2)C1 (centres undefined),-2.2%[76.3 µM]
Cc1nnc(N2CCCC(C(=O)NCc3ccc(OC(C)C)cc3)C2)c2nn(-c3ccccc3)c(C)c12 (centres undefined),-6.5%[76.3 µM]
CCc1nonc1NC(=O)COc1cc(C)c(Cl)c(C)c1,-11.4%[76.3 µM]

# Some of the entries so far, field by field.
structure: CCc1nonc1NC(=O)COc1cc(C)c(Cl)c(C)c1
  GAA glycogen: -11.4%[76.3 µM]
structure: C=CCC1CCC/C(=N\NS(=O)(=O)c2ccc(C)cc2)C1 (centres undefined)
  GAA glycogen: -2.2%[76.3 µM]

# More results follow.
GAA glycogen	SMILES
-11.8%[76.3 µM]	CC1(C)Cc2c(sc3nc(SCC(=O)O)nc(N)c23)CO1
5.1%[76.3 µM]	CCCn1cc(CN2CCC(n3nccc3NC(=O)c3ccccc3)CC2)c(C)n1
1.5%	Cc1cccc(NC(=O)c2ccc(S(=O)(=O)N3CCN(C)CC3)cc2)c1C
-12.3%	CC(C)c1ccc(CNc2ccc3c(c2)ncn3C)cc1
-4.1%	CC(C)N1C(=O)CCC1C(=O)NCc1ccc(F)cc1Cl (centres undefined)
0.9%[76.3 µM]	CC(=O)Nc1ccc(NC(=O)CSc2nc(N)c(NC(=O)c3ccccc3F)c(=O)[nH]2)cc1
1.2%[76.3 µM]	COc1cc(Cl)ccc1OCc1cc(C(=O)N(C)C2CC(C)(C)NC(C)(C)C2)no1

# A draw from above in order of length of the SMILES, descending:
GAA glycogen	SMILES
0.9%[76.3 µM]	CC(=O)Nc1ccc(NC(=O)CSc2nc(N)c(NC(=O)c3ccccc3F)c(=O)[nH]2)cc1
1.2%[76.3 µM]	COc1cc(Cl)ccc1OCc1cc(C(=O)N(C)C2CC(C)(C)NC(C)(C)C2)no1
-4.1%	CC(C)N1C(=O)CCC1C(=O)NCc1ccc(F)cc1Cl (centres undefined)
